# HUVEC inhibit: human endothelial cell proliferation inhibition. hit rate 1.1% among 86,000. HUVEC proliferation, CellTiter-Glo luminescence, 72 h; active compounds read low. AID 648. viability, % at 10 µM (by protocol);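 active means viability at or below 30%; inactive means viability above 30%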;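 further: 100% = median luminescence of DMSO-only cell control wells on each plate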
# Lung fibro prol: blocks proliferation of human lung fibroblasts; LL 47 human lung fibroblast viability, ATP luminescence; active compounds read low; viability, % at 10 µM; hit rate 1.1% among 85,000;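 active means viability at or below 50% in the single dose screen; inactive means viability above 50%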;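 further: compound exposure lasted 72 h before the ATP readout; 100% = median luminescence of untreated cell-only wells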
#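 Benchmarks: Cell-only wells, no compound | Test system: LL 47 human lung fibroblasts, passage 12 or lower | Input: 1,150 cells/well | Measured by: CellTiter-Glo luminescence measuring cellular ATP | Medium: IMEM, 15% FBS supplement | Schedule: Overnight attachment after seeding, then 72 h compound exposure at 37 °C | Doses: Compound addition at 0.1% DMSO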
# sEH act: increases human soluble epoxide hydrolase activity; purified human sEH enzymatic activity, activator screen; activation, % at 2 µM; hit rate 0.04% among 91,000; AID 717; in the data active means activation above about 37%; further: values of inactives mirror those of a sister screen read the other way
# PostGolgi ctrl: growth of the yeast control strain, post-Golgi counter-screen; efflux-deficient yeast background strain, growth absorbance A615, 16 h; inhibition, % at 10 µM; hit rate 5% among 98,000; AID 738; in the data active means inhibition above about 30%
# sEH inhibitor: soluble epoxide hydrolase (human) inhibition; P34913; recombinant human sEH enzymatic activity assay; inhibition, % at 2 µM; hit rate 0.34% among 91,000; AID 707; in the data active means inhibition above about 80%; further: values of inactives mirror those of a sister screen read the other way; many of its hits are not listed in these tables
# LYP act: LYP (human) phosphatase activation. Q9Y2R2. recombinant LYP, DiFMUP fluorescence; 0 = plate median, 100 = signal doubled. activation, % at 2 µM. hit rate 0.11% among 96,000;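 active means activation at 2 µM above a set limit, the mean plus 5 SD, cut at about 37% in these data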
# Target sequence (Q9Y2R2 whole entry, looked up): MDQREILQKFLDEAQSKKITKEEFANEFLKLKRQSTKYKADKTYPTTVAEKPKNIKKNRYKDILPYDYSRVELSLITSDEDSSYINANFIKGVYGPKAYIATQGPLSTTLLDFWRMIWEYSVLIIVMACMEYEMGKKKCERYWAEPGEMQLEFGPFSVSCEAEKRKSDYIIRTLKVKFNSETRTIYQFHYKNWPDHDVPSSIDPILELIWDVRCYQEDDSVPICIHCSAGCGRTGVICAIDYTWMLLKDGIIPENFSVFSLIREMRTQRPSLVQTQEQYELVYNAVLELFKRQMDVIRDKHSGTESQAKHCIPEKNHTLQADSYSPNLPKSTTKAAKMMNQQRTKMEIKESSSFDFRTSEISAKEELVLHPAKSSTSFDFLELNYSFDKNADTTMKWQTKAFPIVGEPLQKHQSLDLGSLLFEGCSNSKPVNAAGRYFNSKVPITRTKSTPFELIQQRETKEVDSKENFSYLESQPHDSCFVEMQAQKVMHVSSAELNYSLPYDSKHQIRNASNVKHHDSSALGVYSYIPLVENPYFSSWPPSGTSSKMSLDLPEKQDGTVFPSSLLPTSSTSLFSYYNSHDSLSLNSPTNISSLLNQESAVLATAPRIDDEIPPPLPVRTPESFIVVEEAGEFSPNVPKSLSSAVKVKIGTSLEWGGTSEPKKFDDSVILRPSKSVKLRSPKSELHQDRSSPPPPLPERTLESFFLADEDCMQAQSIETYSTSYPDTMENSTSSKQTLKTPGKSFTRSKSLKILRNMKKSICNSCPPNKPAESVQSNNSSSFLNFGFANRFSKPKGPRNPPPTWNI
# S1P2 ag: S1P2 (human) receptor agonism; hit rate 0.46% among 97,000; S1P2-expressing cell line, agonist reporter read-out; O95136; activation, % at 4.5 µM; in the data active means activation above about 16%;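 further: 0% = vehicle low control and 100% = maximal reference agonist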
# S1P2 blocker: blocks the human S1P2 receptor. O95136. cell-based S1P2 antagonist assay, inhibition at 5 uM. inhibition, % at 5 µM. hit rate 0.21% among 97,000; in the data active means inhibition above about 45%;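 further: CRE beta-lactamase reporter cells expressing human S1P2 stimulated with S1P; 0% = agonist at EC80 alone and 100% = agonist plus reference antagonist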
# H69AR growth 86K: growth inhibitors of human H69AR lung tumor cells. viability, % at 10 µM. AID 598. hit rate 6% among 85,000. H69AR lung tumor viability, ATP luminescence, 72 h; active compounds read low;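 active means viability at or below 40%; inactive means viability above 40%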;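 further: multidrug resistant small cell line overexpressing MRP-1 efflux transporter; 100% = mean luminescence of untreated control wells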
# The depositor's hits bear a star; · = not tested or not shown. An excerpt; rates above refer to the full screens.
SMILES,HUVEC inhibit,Lung fibro prol,sEH act,PostGolgi ctrl,sEH inhibitor,LYP act,S1P2 ag,S1P2 blocker,H69AR growth 86K
Cc1cccc(NC(=S)NC2CC3CCC(C2)N3Cc2ccco2)c1C (configuration not stated),·,·,2,7,1,-6,-7,-43,·
COc1ccc(-c2noc(CCC(=O)N(C)c3cccc(C)c3)n2)cc1,94,94,-3,11,1,7,1,-11,88
Cc1cccc(OCCNC(=O)c2ncn[nH]2)c1,100,106,-2,3,2,-2,-7,13,93
CC1CCC(NC(=O)C2CCC(CNS(=O)(=O)c3cccc4nsnc34)CC2)CC1 (configuration not stated),44,67,-76,-3,76,-4,-3,10,17*
Cn1nc(C(F)(F)F)c(C(=O)Nc2ccc(F)cc2F)c1Sc1ccc(C(F)(F)F)cc1,·,·,2,-5,0,3,-8,22,·
Cc1nnc(SCc2nnc(-c3ccccc3Br)o2)n1-c1ccccc1,90,95,4,-4,-1,-13,-6,-9,79
CCC(NC(=O)C1CCC1)c1ccc(C)cc1 (configuration not stated),94,103,3,·,-5,2,2,-12,101
O=C(CSc1nnc(Cc2ccccc2)o1)NCCc1ccccc1,94,94,2,-13,0,28,-3,-14,95
Cc1ccc2[nH]c3c(c2c1)CN(C(=O)CN1CCN(c2ccccn2)CC1)CC3,84,92,·,16,·,·,·,·,91
c1ccc(-c2cnn3nnnc3n2)cc1,97,96,-10,7,11,3,-9,-2,94
CC1(c2ccccc2)NC(=O)N(CC(=O)NCCC2=CCCCC2)C1=O (configuration not stated),102,105,·,-2,·,19,-5,4,87
COC(=O)C(C)Sc1ccc2nnc(-c3cccc(F)c3)n2n1 (configuration not stated),91,87,·,5,·,·,·,·,71
CCCC(=O)NCCc1cc2c(C)ccc(C)c2[nH]c1=O,107,104,9,-1,-10,7,-5,6,87
CCn1cc(CNC(=O)C2C3CCC(C3)C2C(=O)O)cn1 (configuration not stated),103,101,9,5,-8,-10,-5,13,97
CC(=O)Nc1cccc(C(=O)NC(C)c2ccc(S(N)(=O)=O)cc2)c1 (configuration not stated),83,93,0,-2,-1,12,-5,0,83
CC(C)(C)n1nnnc1C(c1cccs1)N(Cc1cccnc1)Cc1ccccc1Cl (configuration not stated),70,89,-15,27,18,-13,-6,-11,4.0*
Cc1ccc(C)c(-n2c(N)c(C(N)=O)sc2=S)c1,97,104,-8,11,9,20,-8,4,96
CCC(=O)c1c[nH]c(C(=O)NCCCN2CCOCC2)c1,·,·,-1,9,0,4,-5,15,·
Cc1ccc2cc(CN(CCN3CCOCC3)Cc3nnnn3Cc3ccco3)c(=O)[nH]c2c1C,97,93,-4,1,3,0,-4,0,69
Cc1nc(SCCC(=O)O)c2ccccc2n1,95,95,·,1,·,·,·,·,94
Cc1ccc(C)c(NC(=O)C2C(c3ccccc3)C2(Cl)Cl)c1 (configuration not stated),·,·,4,17,-4,2,-7,-11,·
CCCc1noc(-c2ccc(-c3ccccc3)cc2)n1,·,·,5,25,-3,-7,-4,4,·
Cc1ccc(C)c(NC2=C(Cl)C(=O)OC2OC(=O)c2ccco2)c1 (configuration not stated),79,91,-8,-1,4,0,-4,-15,9.4*
COc1ccc(-n2c(C)cc(C(=O)CSc3nn4c(=O)c(C(C)(C)C)nnc4s3)c2C)cc1,90,86,-2,-7,1,-16,-2,14,65
Cc1cc(C)nc(N2CCC(C(=O)NCC3CCCCC3)CC2)n1,98,103,-40,-1,40,-7,-2,7,93
CCn1c(Cc2ccccc2)nnc1SCC(=O)Nc1nc2ccccc2s1,98,102,-3,-3,5,2,-7,8,101
COCC(C)NCc1cccc([N+](=O)[O-])c1 (configuration not stated),·,·,-4,-1,6,10,-10,5,·
O=C(Nc1cnccn1)c1cccs1,89,97,·,8,·,·,·,·,96
CCOC(=O)CCCNC(=O)COc1ccccc1C#N,86,104,·,0,·,·,·,·,95
O=C(OCc1ccc2c(c1)OCO2)c1ccc(S(=O)(=O)N2CCCC2)cc1,100,100,10,17,-6,-15,-3,0,100
N#Cc1c(-c2ccccc2)cc(-c2ccco2)c(C#N)c1N,70,63,4,6,-3,-6,11,-35,93
O=C1CC(c2ccccc2)CCc2sccc2N1 (configuration not stated),107,106,18,-1,-23,-13,-3,-16,99
O=S(=O)(Nc1ccc(N2CCOCC2)nn1)c1ccccc1,94,112,·,-8,·,·,·,·,88
COC(=O)c1ccccc1NC(=S)NC(NC(=O)c1ccccc1[N+](=O)[O-])C(Cl)(Cl)Cl (configuration not stated),·,·,-2,4,0,16,-5,10,·
COc1cc(C)nc(Oc2ccc(=O)[nH]n2)n1,103,98,·,13,·,·,·,·,99
O=C(OCC(=O)c1ccc(S(=O)(=O)N2CCCC2)cc1)C1=COCCO1,92,95,-2,-18,3,0,-5,-9,86
Cc1ccc(-n2c(=O)cc(NCc3cccnc3)[nH]c2=O)cc1,·,·,6,25,-7,4,-4,6,·
FC(F)Oc1ccccc1NC(=S)NCc1ccco1,96,93,2,·,1,-3,-5,-9,102
CCOC(=O)c1c(C)oc2c1c(C=NCC1CCCO1)c(O)c1ccccc12 (configuration not stated),88,98,-12,22,12,-17,-4,22,26*
CC(Oc1ccccc1F)C(=O)Nc1ccc2ccccc2c1 (configuration not stated),80,86,-2,·,5,-4,-6,-14,96
CCCCOC(=O)C(C)Oc1ccc(=O)n(-c2ccccc2)n1 (configuration not stated),101,95,-17,2,16,11,-3,33,60
OCCCc1nc2n(n1)C(c1cccs1)C=C(c1ccccc1)N2 (configuration not stated),87,104,-5,10,2,1,-3,13,71
OCCCc1nc2ccccc2n1CCc1ccccc1,56,101,1,9,-2,1,-5,22,82
COc1cccc(OC)c1OCCN1CCN(C(=O)c2ccco2)CC1,109,105,9,-1,-6,-3,-5,1,104
CC12CN3CC(=O)N4CC5(C)CN(CC(C)(C4)C5=O)C(=O)CN(C1)CC(C)(C3)C2=O,104,103,·,-1,·,·,·,·,98
S=C1N(c2ccccc2)C(c2ccc(Cl)cc2)N2CCCN12 (configuration not stated),87,96,19,6,-15,-3,-6,-15,87
COc1ccc(S(=O)(=O)NC2CCCC2)c(Cl)c1Cl,81,88,7,12,-9,3,-3,-10,91
Cc1cc(=O)[nH]c(SCC2(O)C3CC4CC(C3)CC2C4)n1 (configuration not stated),92,103,·,1,·,1,-5,-5,95
CCC(C)NC(=O)c1cn(CC)c2ccc(S(=O)(=O)N(C)C)cc2c1=O (configuration not stated),109,97,-4,8,4,-8,-6,-6,90
Cc1cccc(-c2nnc(SCc3ccc(C#N)cc3)n2Cc2ccco2)c1,100,97,4,22,-3,5,-2,-5,64
CN(Cc1ccccc1)S(=O)(=O)c1ccc(OCC(=O)N2CCOCC2)cc1,100,94,10,6,-10,0,-1,23,89
Cc1cc(S(=O)(=O)NC2CCCCC2)ccc1OCC(=O)N1CCOCC1,104,100,9,6,-10,2,-3,3,97
CN1CCN(C(=O)c2c(NC(=O)c3ccco3)sc3c2CCC(C(C)(C)C)C3)CC1 (configuration not stated),79,94,·,13,·,-10,-2,-4,95
COC(=O)C1=C(C)NC(=O)CC1c1cccc(Cl)c1Cl (configuration not stated),109,93,·,5,·,·,·,·,91
COc1ccc(Cl)cc1NC(=O)CSc1nc(N2CCCCC2)nc(N2CCCCC2)n1,115,87,0,-7,-2,-3,0,-10,90
N#Cc1ccccc1OCC(=O)NC(N)=O,·,·,4,11,-6,1,-5,-3,·
Cc1c(C(=O)Nc2ccc3oc(-c4cccnc4)nc3c2)oc2ccccc12,37,15*,4,24,-5,-15,0,16,3.4*
CCN(CC)C(=O)CSc1nc2ccccc2c(=O)[nH]1,87,96,-2,6,4,-12,-6,2,78
CN(Cc1cccs1)C(=O)CCc1ccc(S(=O)(=O)N2CCOCC2)cc1,105,92,-1,5,0,-9,-5,15,81
COc1ccc2nc(CC(C)(C)CC(=O)O)c[n+]([O-])c2c1,95,96,3,-1,-5,-10,-9,14,91

# Later entries
SMILES,HUVEC inhibit,Lung fibro prol,sEH act,PostGolgi ctrl,sEH inhibitor,LYP act,S1P2 ag,S1P2 blocker,H69AR growth 86K
CCCCCn1c(NCc2ccco2)nc2ccccc21,87,96,-4,0,3,-7,-4,18,80
CCN(Cc1ccccc1)C(=O)CCCOc1ccccc1,108,97,-12,10,12,11,0,12,92
CCCCCSc1nnc2c(n1)OC(c1cccn1C)N(C(C)=O)c1ccccc1-2 (configuration not stated),101,104,3,4,-4,-1,-13,0,86
O=C(c1ccc(F)cc1)c1c[nH]c(C(=O)NCc2cccnc2)c1,·,·,9,1,-11,18,-5,-5,·
Fc1ccccc1/C=C1\CCCC2=C1Nc1ncnn1C2c1ccccc1F (configuration not stated),13*,3.9*,10,36*,-13,-2,0,7,1.5*
COc1ccc(/C=C(/C(=O)Nc2ccccc2C(=O)NC(C)C)c2ccccc2)cc1,·,·,4,30,-4,0,-4,10,·
CCOC(=O)c1sc2nc(SC)nc(-c3ccccc3)c2c1N,·,·,23,-7,-21,2,-1,-3,·
CN1CCN(C2=Cc3ccc(Cl)cc3Sc3ccc(F)cc32)CC1,3.8*,94,-1,·,1,-5,-6,-5,21*
CC12CCC(C(=O)N3CCN(Cc4ccccc4)CC3)(OC1=O)C2(C)C (configuration not stated),99,101,-8,8,9,13,-1,-7,93
Cn1cccc1Cc1nnc(SCC(=O)N2CCCCCC2)n1CCc1ccccc1,97,90,7,11,-4,0,-7,2,83
O=C(NCc1ccco1)c1cnccn1,105,94,4,-4,-3,4,-1,18,89
O=C1CCCc2c1sc1nc3n(c(=O)c21)CCCCC3,86,100,-2,3,4,3,-9,2,82
Cc1ccc(-c2n[nH]c(=S)n2/N=C/c2ccc(C)s2)cc1,·,·,2,6,2,-17,-4,-12,·
Cc1ccc2c(c1)sc1nc(=O)n(-c3ccc(Cl)c(Cl)c3)c(=O)n12,·,·,-1,9,2,2,-3,9,·
Cc1ccc2c(c1)-c1cc(C)nn1C(c1sccc1C)N2 (configuration not stated),82,93,0,30*,0,1,0,6,·

# A stretch from further up, for reference:
SMILES,HUVEC inhibit,Lung fibro prol,sEH act,PostGolgi ctrl,sEH inhibitor,LYP act,S1P2 ag,S1P2 blocker,H69AR growth 86K
CCCCCn1c(NCc2ccco2)nc2ccccc21,87,96,-4,0,3,-7,-4,18,80
CCN(Cc1ccccc1)C(=O)CCCOc1ccccc1,108,97,-12,10,12,11,0,12,92
CCCCCSc1nnc2c(n1)OC(c1cccn1C)N(C(C)=O)c1ccccc1-2 (configuration not stated),101,104,3,4,-4,-1,-13,0,86
O=C(c1ccc(F)cc1)c1c[nH]c(C(=O)NCc2cccnc2)c1,·,·,9,1,-11,18,-5,-5,·
Fc1ccccc1/C=C1\CCCC2=C1Nc1ncnn1C2c1ccccc1F (configuration not stated),13*,3.9*,10,36*,-13,-2,0,7,1.5*
COc1ccc(/C=C(/C(=O)Nc2ccccc2C(=O)NC(C)C)c2ccccc2)cc1,·,·,4,30,-4,0,-4,10,·
CCOC(=O)c1sc2nc(SC)nc(-c3ccccc3)c2c1N,·,·,23,-7,-21,2,-1,-3,·
CN1CCN(C2=Cc3ccc(Cl)cc3Sc3ccc(F)cc32)CC1,3.8*,94,-1,·,1,-5,-6,-5,21*
CC12CCC(C(=O)N3CCN(Cc4ccccc4)CC3)(OC1=O)C2(C)C (configuration not stated),99,101,-8,8,9,13,-1,-7,93
Cn1cccc1Cc1nnc(SCC(=O)N2CCCCCC2)n1CCc1ccccc1,97,90,7,11,-4,0,-7,2,83
O=C(NCc1ccco1)c1cnccn1,105,94,4,-4,-3,4,-1,18,89

# Going on with the list:
SMILES,HUVEC inhibit,Lung fibro prol,sEH act,PostGolgi ctrl,sEH inhibitor,LYP act,S1P2 ag,S1P2 blocker,H69AR growth 86K
CS(=O)(=O)N(CC(=O)N1CCN(c2ccccc2F)CC1)c1cc(C(F)(F)F)ccc1Cl,106,98,3,6,-2,6,-4,12,96
CC1(CC(=O)O)SC(=O)NC1=O (configuration not stated),103,109,0,-5,-1,6,-2,9,91
Nc1nnc(SCCOc2ccccc2)s1,83,97,0,3,-4,19,-2,-2,90
CCN(CCCCN1C(=O)c2ccccc2C1=O)c1ccc2c(c1)C(=O)N(C)C2=O,78,94,·,9,·,·,·,·,69
